procasp7 counter: activates human procaspase-7, counter-screen for procaspase-3 activators. recombinant procaspase-7, Ac-DEVD-pNA absorbance 405 nm; D23A/D198A/D206A triple mutant, cannot self-cleave; scale: DMSO 0, 5 µM enzyme 100. actives 0.093% (n = 330,000). activation, % at 8.5 µM. P55210;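 active = percent activation above the screen-wide mean plus 3 SD, cut at about 25% in these data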
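Assay system: Uncleavable procaspase-7 mutant enzyme | Input: 2 µM procaspase-7 mutant as dispensed | Timing: 1 h compound preincubation, 2 h substrate cleavage, 25 °C | Repeats: One well per compound | Control set: DMSO wells as 0%, DMSO with 5 µM added PC-7 as 100% | Technique: Epi-absorbance of released pNA at 405 nm, two timepoints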
VLA-4 inh: inhibition in a human VLA-4 binding assay. P13612. inhibition, % (about 7 µM as worked out from the volumes in the protocol). AID 2557. VLA-4 expressing cells, ligand binding flow cytometry. actives 0.2% (n = 330,000); in the data active = inhibition above about 50%
GRK2 aptamer HTS: inhibitors of human GRK2 displacing RNA aptamer. P25098. actives 0.59% (n = 330,000). inhibition of aptamer binding, % at 10 µM. AID 488847. bead flow cytometry, FAM-aptamer displacement from GRK2;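 active = inhibition of aptamer binding above 40%, roughly 3 SD of noise, on plates passing a quality check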;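 note: median bead fluorescence of bound FAM aptamer so fluorescent compounds give negative values; no value below 0 was filed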
Target sequence (P25098 whole entry, looked up): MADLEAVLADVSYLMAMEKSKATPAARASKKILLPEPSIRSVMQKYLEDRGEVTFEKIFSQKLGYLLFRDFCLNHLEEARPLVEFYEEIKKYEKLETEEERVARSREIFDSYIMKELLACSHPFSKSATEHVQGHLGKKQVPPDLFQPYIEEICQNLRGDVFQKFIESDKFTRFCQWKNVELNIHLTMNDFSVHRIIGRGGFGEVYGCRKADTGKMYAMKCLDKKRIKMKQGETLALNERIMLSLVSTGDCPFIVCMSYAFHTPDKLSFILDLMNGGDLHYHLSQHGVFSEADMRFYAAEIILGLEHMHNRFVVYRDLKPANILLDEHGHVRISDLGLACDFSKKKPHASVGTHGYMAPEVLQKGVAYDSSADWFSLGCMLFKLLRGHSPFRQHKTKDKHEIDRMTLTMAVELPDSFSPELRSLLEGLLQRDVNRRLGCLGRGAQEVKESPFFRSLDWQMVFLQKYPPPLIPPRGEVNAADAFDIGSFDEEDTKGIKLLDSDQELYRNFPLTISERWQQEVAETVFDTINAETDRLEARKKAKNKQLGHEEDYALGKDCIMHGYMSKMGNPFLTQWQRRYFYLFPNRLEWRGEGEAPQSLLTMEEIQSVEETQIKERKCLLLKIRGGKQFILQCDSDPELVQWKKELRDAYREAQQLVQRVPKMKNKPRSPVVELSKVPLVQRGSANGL
proCasp3 act: activators of human procaspase-3; activation, % at 8.5 µM; P42574; recombinant procaspase-3 D3A, Ac-DEVD-pNA absorbance 405 nm; actives 0.11% (n = 330,000);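 active = activation above the mean of all tested compounds plus 3 SD, cut at about 21% in these data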;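 note: 0% = DMSO alone and 100% = DMSO wells spiked with extra 5 µM PC-3 D3A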
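Test system: Procaspase-3 D3A mutant, all three cleavage aspartates alanine | Dosing: Single dose, 8.5 µM nominal compound, 0.8% DMSO | Schedule: 1 h preincubation, 2 h reaction | Technique: 405 nm absorbance of p-nitroaniline, reads at 0 and 120 min | Repeats: One well per compound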
GASC-1 inh: human JMJD2C demethylase inhibition; GST-JMJD2C(1-420) H3K9me3 demethylation, DELFIA europium; inhibition, % at 2.35 µM; actives 0.069% (n = 330,000); AID 2099;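 active = more than half of a compound's replicate wells show inhibition beyond 50%, single wells judged on their own value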;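 note: signal counts dimethyl H3K9 product captured on neutravidin plate; 0% = median of DMSO wells and 100% = 0.3 times that DMSO median; strong numbers were not always called active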
HCV core dimer: blocks dimerization of HCV core protein; TR-FRET GST/Flag-core106 dimerization, 1536-well; inhibition, % at 5 µM; actives 0.33% (n = 300,000); AID 1899;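 active = inhibition above the mean of all tested compounds plus 3 SD, set per screening campaign, cut at about 45% in these data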
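Test system: GST/Flag-tagged HCV core106 proteins; Medium: KF-containing HEPES buffer, pH 7.45, DTT, CHAPS, BSA; Times: compound-protein-antibody incubation 4 h at 22.5 °C; Detection: TR-FRET 671 and 617 nm emission; Benchmarks: wells lacking GST-core106 and wells with excess unlabelled core106.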
PP5 primary: inhibitors of human protein phosphatase 5 (PP5). P53041. purified PP5c, OMFP substrate fluorescence. inhibition, % at 6.7 µM. actives 0.18% (n = 320,000). AID 1987;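 active = inhibition above the campaign's mean inhibition across all tested compounds plus 3 SD, cut at about 9.5% in these data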;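 note: 0% = DMSO only and 100% = 100 µM cantharidin control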
PP1 inh: counter-screen for PP5 inhibitors: inhibitors of human PP1-alpha; P62136; inhibition, % at 6.7 µM; purified PP1alpha, OMFP fluorescence; actives 0.9% (n = 320,000); AID 2235;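 active = inhibition above the mean inhibition of all tested compounds plus 3 SD, computed separately for each screening campaign, cut at about 15% in these data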
Target sequence (P62136 whole entry, looked up): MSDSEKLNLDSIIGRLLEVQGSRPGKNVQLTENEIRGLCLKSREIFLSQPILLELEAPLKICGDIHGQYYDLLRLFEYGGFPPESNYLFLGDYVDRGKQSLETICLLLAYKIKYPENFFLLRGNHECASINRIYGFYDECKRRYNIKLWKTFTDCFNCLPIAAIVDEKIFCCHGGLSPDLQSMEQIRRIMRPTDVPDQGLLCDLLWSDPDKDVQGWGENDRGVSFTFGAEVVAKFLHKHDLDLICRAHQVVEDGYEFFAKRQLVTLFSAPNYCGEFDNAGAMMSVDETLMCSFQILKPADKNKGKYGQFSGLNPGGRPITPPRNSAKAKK
Fh CTSL1 inh: cathepsin L1 inhibition, PFM18AAP counter-screen; recombinant F. hepatica cathepsin L1, Z-Leu-Arg-MCA fluorescence; inhibition, % at 5.96 µM; actives 0.49% (n = 300,000);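 active = inhibition above the mean of all tested compounds plus 3 SD, set per screening campaign, cut at about 17% in these data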;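 note: 0% = plate median of test compound wells and 100% = 1 µM Z-Phe-Ala-diazomethylketone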
The depositor's hits bear a star; . = no result given. Random draw from the library. About 2.6% of those tested had a hit in this group.

SMILES | procasp7 counter | VLA-4 inh | GRK2 aptamer HTS | proCasp3 act | GASC-1 inh | HCV core dimer | PP5 primary | PP1 inh | Fh CTSL1 inh
C[C@H](CO)N1C[C@H](C)[C@@H](CN(C)S(C)(=O)=O)Oc2ccc(NC(=O)Nc3ccc(C(F)(F)F)cc3)cc2C1=O | -1 | 6 | 0 | 9 | -3 | . | . | . | .
COc1ccc(-c2nc(CS(=O)(=O)CC(=O)NCCc3ccccc3)c(C)o2)cc1 | -6 | 12 | 2 | 10 | 10 | -1 | 0.5 | 4 | 5
COc1ccc2c(c1)[C@H]1[C@H](CO2)[C@H](c2ccccc2)[C@]2(C)C(=O)Nc3cc(F)c(F)cc3C(=O)N12 | 6 | . | . | 9 | 1 | 15 | 6.2 | 3 | 0
COc1cc(NC(=O)c2cccs2)c(OC)cc1NC(=O)CCC(=O)Nc1cccc2ncccc12 | 11 | 0 | 0 | 7 | -4 | 3 | -1.3 | 6 | -2
CCC(Oc1ccc(Cl)cc1)C(=O)N1CC(=O)Nc2ccccc21 (configuration not stated) | 4 | 4 | 0 | -1 | -4 | -7 | 2.1 | 2 | -2
C=CCn1c(SCC(=O)Nc2ncc(Cc3cc(C(F)(F)F)ccc3Cl)s2)nnc1-c1ccncc1 | 0 | -10 | 0 | -6 | -2 | 6 | 0.8 | -1 | 1
Cc1cc(C)c(C)c(S(=O)(=O)NCCN2CCOCC2)c1C | 9 | -1 | 0 | 3 | 6 | 1 | -0.6 | -6 | -2
CCN(CC)CC(=O)Nc1ccc(Oc2ccc(NC(=O)CN(CC)CC)cc2)cc1 | 6 | 0 | 0 | -2 | -36 | -4 | 1.7 | -1 | -2
O=C(CS(=O)CC(=O)Nc1cccc2c1CCCC2)Nc1ccc(F)cc1 (configuration not stated) | 0 | -9 | 1 | 7 | 10 | -2 | 3.0 | 4 | -4
Cc1ccc(C(=O)NC(=S)Nc2ccc3c(c2)OCCO3)c(C)c1 | -7 | -2 | 3 | 6 | -1 | 0 | 5.0 | 1 | -2
CC1CCc2c(nc3ncnn3c2N2CCN(c3ccccc3)CC2)C1 (configuration not stated) | -10 | -1 | 3 | 0 | 10 | 12 | 1.6 | 0 | 3
O=C(COC(=O)c1cc(-c2ccccc2)nc2ccccc12)NCC1CCCO1 (configuration not stated) | 3 | -4 | 2 | 5 | -4 | -1 | 1.9 | 0 | -18
Cc1nc2cc(NC(=O)Nc3cccc4ccccc34)ccc2n1C | -1 | 7 | 0 | 7 | -1 | 2 | 1.3 | -4 | 0
O=C(NCCC(=O)N1CCC2(CC1)NCCc1[nH]cnc12)c1cccc(C(F)(F)F)c1 | 3 | 3 | 0 | 1 | 8 | 9 | 0.3 | -2 | -1
CN(C)S(=O)(=O)c1cccc(NC(=O)COC(=O)CCC(=O)c2ccc(F)cc2)c1 | -1 | 15 | 0 | -3 | 0 | 0 | 3.4 | 1 | -36
CC(=O)Nc1ccc(S(=O)(=O)NCc2ccc3c(c2)cc(C)n3C)cc1 | 4 | -4 | 8 | 1 | -11 | -13 | 2.9 | 7 | 1
COc1ccccc1-c1nc(-c2ccccc2)[nH]c(=O)c1C#N | -3 | -5 | 0 | -1 | 74 | -7 | 4.6 | -7 | 13
CC1(C)CC(=O)c2c(O)cc(OCC(=O)Nc3ccc(S(N)(=O)=O)cc3)cc2O1 | 0 | 34 | 3 | 3 | 8 | 8 | 3.9 | -9 | -4
CC1(C)Nc2ccccc2C(=O)N1NC(=O)c1ccccc1 | -5 | 11 | 0 | -3 | -4 | -2 | -1.9 | -3 | -1
COc1ccc(NC(=O)Cc2nnc(SCC(=O)Nc3ccccc3)n2C)cc1 | -3 | 1 | 3 | 6 | -2 | 9 | 1.2 | -2 | 4
O=C(c1ccc(N2C(=O)CCC2=O)cc1)N1CCN(c2ccccc2)CC1 | 4 | -2 | 0 | 1 | 1 | 2 | 0.7 | -4 | -2
CN(C(=O)Cn1nnc(-c2ccccc2)n1)C1CCS(=O)(=O)C1 (configuration not stated) | -1 | -1 | 0 | 9 | 1 | 1 | 1.2 | -5 | 2
COc1ccccc1C(=O)NCCC(=O)N1CCN(c2ccccc2O)CC1 | -4 | -5 | 1 | -7 | -28 | -6 | -0.6 | 1 | 4
Cc1c(C)c2ccc(OC(C)C(=O)NCCCN3CCOCC3)c(C)c2oc1=O (configuration not stated) | 4 | -3 | 0 | 3 | 3 | 3 | -0.8 | -2 | 2
O=C(CCc1ccccc1)NCC(c1ccco1)N1CCc2ccccc21 (configuration not stated) | 7 | 13 | 0 | -7 | -1 | 3 | 2.2 | -1 | 4
COc1cc(F)ccc1S(=O)(=O)N1CCN(Cc2ccccc2)CC1 | -8 | -7 | . | 3 | -4 | -2 | 0.9 | -2 | 2
O=C(Nc1ccc2c(c1)CCC2)c1cccc(S(=O)(=O)Nc2ccccc2Cl)c1 | 5 | -2 | 1 | -5 | 9 | 9 | 4.4 | 0 | -2
CC(C)c1nc(SCC(=O)NCc2ccccc2)n[nH]1 | 11 | 8 | 2 | -3 | . | 1 | 1.4 | 0 | 2
N#Cc1ccc(CN2CCN(C(=O)c3ccccc3)CC2)c(Cl)c1 | -3 | -20 | 3 | 4 | 6 | -2 | 0.7 | -5 | 0
c1ccc(Nc2nc(-c3cccs3)cs2)nc1 | -2 | 15 | 0 | 7 | -11 | -2 | 1.8 | 1 | 1
CN(CCCOc1ccccc1Br)Cc1ccccc1 | 9 | 23 | 1 | -3 | 6 | -5 | -0.6 | -2 | -4
O=C(COc1ccccc1)Nc1ccc(Cl)cc1Cl | -2 | 0 | 5 | 1 | -3 | 0 | -2.1 | 0 | 1
O=C(O)c1ccc2c(c1)C(=O)N(c1cccc3ccccc13)C2=O | 5 | 58* | 0 | 0 | 6 | 2 | 0.8 | 1 | 0
CCn1c(SCC(=O)Nc2cc(C)on2)nc2sc3c(c2c1=O)CCCC3 | 4 | 15 | 1 | 1 | 2 | 32 | 5.2 | 23* | 2
O=C1CCCc2c1nc(-c1ccccc1)n2O | -7 | -19 | 0 | 6 | 40 | 6 | -1.1 | 3 | 12
O=C(Nc1cccc(C(F)(F)F)c1)c1ccc2nc(-c3ccco3)c(-c3ccco3)nc2c1 | -11 | -11 | 4 | -8 | 27 | 74* | 0.7 | 32* | 2
CCOC(=O)C1=C(CN2CCN(C(=O)c3ccco3)CC2)NC(=O)NC1c1ccc(OC)cc1 (configuration not stated) | -11 | 9 | 0 | 8 | -9 | -1 | 1.8 | 0 | 0
Cc1ccc(C(C)C)c(OCC(=O)NNC(=O)Cc2ccc(S(=O)(=O)N3CCOCC3)s2)c1 | -9 | -15 | 0 | 1 | -5 | . | . | . | .
Cn1cccc1C(=O)C(=O)Nc1ccccc1C(F)(F)F | -4 | 0 | 0 | 0 | -1 | -2 | -3.4 | 1 | -8
CCCNC(=O)c1cccc(Br)c1 | 8 | 12 | 0 | -5 | 3 | 3 | 0.6 | -1 | 1

Compound profiles, from the list above. Values in the order: procasp7 counter | VLA-4 inh | GRK2 aptamer HTS | proCasp3 act | GASC-1 inh | HCV core dimer | PP5 primary | PP1 inh | Fh CTSL1 inh
CCCNC(=O)c1cccc(Br)c1 across the screens: 8 | 12 | 0 | -5 | 3 | 3 | 0.6 | -1 | 1
O=C(O)c1ccc2c(c1)C(=O)N(c1cccc3ccccc13)C2=O across the screens: 5 | 58* | 0 | 0 | 6 | 2 | 0.8 | 1 | 0
CCn1c(SCC(=O)Nc2cc(C)on2)nc2sc3c(c2c1=O)CCCC3 across the screens: 4 | 15 | 1 | 1 | 2 | 32 | 5.2 | 23* | 2
CCOC(=O)C1=C(CN2CCN(C(=O)c3ccco3)CC2)NC(=O)NC1c1ccc(OC)cc1 (configuration not stated) across the screens: -11 | 9 | 0 | 8 | -9 | -1 | 1.8 | 0 | 0

Next part
SMILES | procasp7 counter | VLA-4 inh | GRK2 aptamer HTS | proCasp3 act | GASC-1 inh | HCV core dimer | PP5 primary | PP1 inh | Fh CTSL1 inh
C/C(=N\NC(=O)C(C)Oc1ccc([N+](=O)[O-])cc1)c1ccccn1 (configuration not stated) | 15 | 16 | 1 | 0 | 18 | -4 | 0.4 | -3 | 0
Nc1ccc(N2CCCC2)c(S(=O)(=O)Nc2cccc(C(F)(F)F)c2)c1 | -14 | -19 | 0 | -6 | 9 | . | . | . | .
Cc1nnc(N(Cc2ccco2)C(=O)c2cccc(C#N)c2)s1 | -5 | 0 | 0 | 0 | 7 | -2 | 3.0 | -3 | 1
CC(=O)Nc1ccc(-c2nc3c(C)cccc3[nH]2)cc1 | -3 | -2 | 1 | 10 | 0 | -1 | 0.3 | 0 | -2
O=[N+]([O-])c1ccc(S(=O)(=O)Nc2nc(-c3ccccc3)cs2)cc1 | 2 | 22 | 2 | -2 | -1 | 8 | 2.1 | -2 | 7
COc1cccc(-c2nnc(SCC(=O)Nc3cc(C)on3)o2)c1 | -2 | 7 | 0 | -1 | -2 | 3 | 1.8 | 2 | 0
CCOc1ncccc1C(=O)Nc1ccccc1C(=O)NCc1ccc2c(c1)OCO2 | 9 | -13 | 4 | 0 | -3 | 2 | 0.6 | 1 | 1
Cc1ccccc1OCc1ccc(C(=O)N2CCOCC2)o1 | 14 | 8 | 0 | -4 | 2 | 9 | 2.5 | 2 | 3
Cc1cc(C)c(S(=O)(=O)N(C)CC(=O)NCc2ccncc2)c(C)c1 | 4 | 6 | 1 | 4 | -6 | -4 | 0.9 | -3 | -2
O=C(COC(=O)CSc1ccc(Br)cc1)NCc1ccco1 | -4 | -6 | 0 | 9 | -1 | 1 | -1.7 | -2 | -9
Cn1c(SCCOc2cccc(Cl)c2)nnc1-c1ccncc1 | 5 | 6 | 0 | -5 | 4 | 0 | 2.3 | 0 | 1
COc1ccc(C[C@@H]2CN3C(=NC[C@@H]3C)N2CCNC(=O)c2ccc(C)c(Br)c2)cc1 | 3 | 25 | 0 | 3 | 6 | 0 | -0.9 | 0 | 3
CN(C(=O)c1ccccc1-c1ccccc1C(=O)O)c1ccccc1 | 8 | 3 | 3 | -2 | -4 | 9 | 1.6 | 4 | 1
Cc1cccnc1CC(C)NC(=O)c1cc(COc2cncc(Cl)c2)on1 (configuration not stated) | 13 | 8 | 1 | 6 | 4 | -6 | -1.2 | 0 | 0
O=C(c1cc(-c2cccnc2)nc2ccc(Br)cc12)N1CCN(c2ncccn2)CC1 | 1 | 1 | 1 | -9 | 4 | 29 | 1.0 | -3 | 1
Cn1nnnc1Sc1ncnc2scc(-c3ccc(Cl)cc3)c12 | -3 | -9 | 2 | -5 | 1 | . | 0.7 | 3 | .
Cc1cc(=O)n2nc(N3CCC(C(=O)N4CCN(c5ccccc5)CC4)CC3)sc2n1 | 8 | -2 | 0 | 2 | 1 | 15 | -1.3 | 0 | 1
